# CCR6 antagonist = blocks CCL20-driven beta-arrestin recruitment at human CCR6. P51684. CHO-K1 CCR6 PathHunter beta-arrestin, luminescence, CCL20-stimulated. inhibition, % at 20 µM. 340,000 compounds, 0.49% hits;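 active = compounds whose inhibition of the agonist-driven luminescence signal at 20 µM reaches about 50%, limit read from the data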;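 also: cells stimulated with CCL20 at 14 nM final; plate controls were DMSO with CCL20 for no effect and DMSO without agonist for full effect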
# EBI2 antag = blocks human EBI2 receptor beta-arrestin signaling; P32249; inhibition, % at 5 µM; AID 651636; EBI2 beta-arrestin recruitment, luminescence, 7a,25-OHC stimulated; 360,000 compounds, 0.81% hits; in the data active = inhibition above about 38%;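 also: enzyme fragment complementation signal reports receptor beta-arrestin coupling in cells; 0% = agonist plus DMSO wells and 100% = wells without agonist; some results beyond the cut were filed as inactive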
# SENP8 block = SENP8 protease inhibition; Q96LD8; purified SENP8, Z-RLRGG-aminoluciferin cleavage, luminescence; inhibition, % at 10 µM; 330,000 compounds, 1.2% hits
# Jurkat NFkB inh = lowers PMA/ionomycin-induced NF-kB signal in Jurkat cells. inhibition, % at 4 µM. PMA/ionomycin-induced NF-kB luciferase reporter, luminescence. 330,000 compounds, 0.53% hits. AID 435003
# 697 NFkB inh = lowers PMA/ionomycin-induced NF-kB signal in 697 B cells; 697 B-cell NF-kB luciferase reporter, 16 h; inhibition, % at 4 µM; 330,000 compounds, 0.33% hits; AID 435022; in the data active = inhibition above about 35%
# Apaf1 inhib = human Apaf-1 inhibition; O14727; reconstituted apoptosome caspase-3 activity, DEVD-Rh110 fluorescence; 330,000 compounds, 0.71% hits; AID 489030; inhibition, % at 20 µM; active = inhibition of at least 40% at 20 µM;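 also: plate controls were DMSO wells for no effect and DEVD-CHO caspase inhibitor wells for full effect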
# Target sequence (O14727 whole entry, looked up): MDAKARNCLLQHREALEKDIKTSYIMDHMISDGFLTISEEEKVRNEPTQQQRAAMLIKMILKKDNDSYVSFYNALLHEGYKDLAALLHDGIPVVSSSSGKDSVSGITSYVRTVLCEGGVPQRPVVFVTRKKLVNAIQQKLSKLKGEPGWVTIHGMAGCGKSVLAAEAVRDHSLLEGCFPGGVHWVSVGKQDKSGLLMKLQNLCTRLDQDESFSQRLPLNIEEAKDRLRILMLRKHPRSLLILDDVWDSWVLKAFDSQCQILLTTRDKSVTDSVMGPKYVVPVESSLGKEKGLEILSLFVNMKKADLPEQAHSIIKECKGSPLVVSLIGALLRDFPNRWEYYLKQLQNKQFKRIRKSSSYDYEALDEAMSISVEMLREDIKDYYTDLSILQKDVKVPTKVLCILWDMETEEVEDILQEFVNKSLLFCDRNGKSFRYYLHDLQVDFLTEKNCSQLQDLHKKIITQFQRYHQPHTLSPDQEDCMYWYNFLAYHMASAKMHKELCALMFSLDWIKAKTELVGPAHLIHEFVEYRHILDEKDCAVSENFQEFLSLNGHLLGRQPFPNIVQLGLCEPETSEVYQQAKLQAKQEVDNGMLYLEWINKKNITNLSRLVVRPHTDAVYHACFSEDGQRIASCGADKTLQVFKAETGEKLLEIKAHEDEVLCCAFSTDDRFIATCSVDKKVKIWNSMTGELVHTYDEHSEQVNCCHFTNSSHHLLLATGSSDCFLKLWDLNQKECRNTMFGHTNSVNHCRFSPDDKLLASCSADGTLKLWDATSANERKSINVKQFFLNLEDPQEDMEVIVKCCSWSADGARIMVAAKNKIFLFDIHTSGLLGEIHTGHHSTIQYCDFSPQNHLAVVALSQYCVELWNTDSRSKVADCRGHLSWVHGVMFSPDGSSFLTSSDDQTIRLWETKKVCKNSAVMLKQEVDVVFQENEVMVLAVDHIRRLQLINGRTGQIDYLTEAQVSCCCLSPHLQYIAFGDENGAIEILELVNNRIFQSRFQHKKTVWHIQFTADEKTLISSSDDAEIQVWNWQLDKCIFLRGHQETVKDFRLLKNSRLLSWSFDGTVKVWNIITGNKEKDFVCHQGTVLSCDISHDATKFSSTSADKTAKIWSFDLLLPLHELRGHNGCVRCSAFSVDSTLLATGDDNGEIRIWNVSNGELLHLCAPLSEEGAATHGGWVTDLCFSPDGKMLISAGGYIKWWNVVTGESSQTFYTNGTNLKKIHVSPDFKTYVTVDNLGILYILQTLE
#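 Material: reconstituted apoptosome with Apaf-1, cytochrome c, caspase-9, procaspase-3, dATP. Technique: Rh110 fluorescence intensity. Buffer or medium: pH 7.5 Hepes buffer with CHAPS, BSA, DTT. Times: 30 min plus 50 min, RT.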
# UBC13 polyUb = inhibitors of human UBC13 polyubiquitin chain formation | inhibition, % at 20 µM | 330,000 compounds, 0.47% hits | TR-FRET; in the data active = inhibition above about 45%, passing the limit was not always enough
# Gli-Sufu block = blocks Gli-Sufu signaling in a luciferase reporter. Sufu-KO-LIGHT fibroblasts, Gli luciferase reporter luminescence. 340,000 compounds, 0.74% hits. inhibition, % at 5 µM;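 active = inhibition above about 55%, limit read from the data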;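 also: 0% = DMSO-treated cells and 100% = wells with medium but no cells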
# An asterisk follows results filed as active; · = not tested or not shown. Rule as the data show it, unless noted: active = inhibition above about 50%; inactive = the rest. This is a subset; rates above refer to the full screens.
compound	CCR6 antagonist	EBI2 antag	SENP8 block	Jurkat NFkB inh	697 NFkB inh	Apaf1 inhib	UBC13 polyUb	Gli-Sufu block
O=C(c1ccc(OC2CCN(C(=O)C3CC3)CC2)cc1)N(CCO)Cc1ccccc1	11.7	-2.6	5.2	-4.8	4.5	-15.3	2.1	2.1
CC1(c2ccccc2)NC(=O)N(CC(=O)Nc2cccc(/C=C/c3ccccn3)c2)C1=O (stereo not given)	-3.9	0.9	4.0	-11.9	-19.3	18.6	-11.8	-21.4
O=C(COC(=O)c1ccccc1OCC(=O)Nc1ccc(Br)cc1)Nc1ccccc1	24.9	-2.4	-0.2	7.6	9.0	-10.0	0.6	-5.6
O=C(CCCN1CCN(c2ccccn2)CC1)c1ccc(F)cc1	-1.5	3.8	0.7	-4.1	0.4	-1.2	9.3	2.6
COc1ccc2[nH]c3c(c2c1)CCN1C(=O)C(CC(=O)NCc2cccc(C(F)(F)F)c2)C[C@H](C(=O)N2CCOCC2)[C@@]31C (stereo not given in full)	19.3	2.9	·	·	6.6	23.9	·	7.7
Cc1cccc(C)c1NC(=O)COC(=O)c1cc(S(=O)(=O)Nc2ccc(Cl)cc2)ccc1O	-3.2	4.7	8.4	10.7	13.1	2.2	3.3	-2.3
Cc1ccc(NC(=O)CSc2ccc(-c3cccnc3)nn2)c(C)c1	1.3	0.6	5.8	-5.8	-12.1	13.9	-2.2	35.3
CS(=O)(=O)c1ccc(S(=O)CC(=O)Oc2ccc(Cl)cc2)c([N+](=O)[O-])c1 (stereo not given)	61.5*	·	6.7	5.2	20.4	1.7	11.0	0.4
O=C(Cn1ccc([N+](=O)[O-])n1)N1CCCCC1	2.6	-19.0	-0.6	-15.3	-3.6	0.1	-7.2	0.2
Cc1nc2ncnn2c(N2CCCC(C(=O)Nc3ccccc3Br)C2)c1C (stereo not given)	-2.6	-10.7	-8.3	2.7	-9.6	2.9	-5.1	15.0
O=C(CN1CCOCC1)Nc1ncc(Cc2cccc(Cl)c2)s1	2.5	6.4	-13.8	-10.0	-18.8	-0.9	-11.3	-6.9
COc1ccc(OC)c(Cc2nnc(CCC(=O)NC3CCCC3)o2)c1	18.8	-4.0	-0.1	-13.2	-23.1	-0.9	-15.5	-18.7
CC(C)C(=O)Nc1cccc(NC(=S)NC(=O)c2ccc(Cl)cc2)c1	35.7	-0.9	-12.1	-15.2	-39.1	19.7	-1.9	-47.4
COc1ccccc1N1CCN(CC(O)COc2ccc3c(C)cc(=O)oc3c2)CC1 (stereo not given)	-2.2	4.1	1.4	-25.6	-19.3	-8.1	-8.8	1.4
O=C(NCC(c1cccs1)N1CCOCC1)c1cc([N+](=O)[O-])cc([N+](=O)[O-])c1 (stereo not given)	-2.6	3.6	-2.0	3.1	-30.3	7.0	-12.6	24.5
CCCn1c(=S)[nH]c2cc(C(=O)N3CCN(C(=O)OCC)CC3)ccc2c1=O	16.9	0.8	4.8	3.2	-8.6	2.6	-1.5	-10.2
O=C(Nc1ccc(F)cc1)C1CCCO1 (stereo not given)	3.9	24.5	-0.5	-8.2	-8.4	-2.0	-5.9	17.7
COc1ccc(NC(=O)COC(=O)CCc2nc3ccccc3c(=O)[nH]2)cc1Cl	6.9	4.7	-2.6	7.4	21.9	-9.9	10.6	7.9
O=C(CNCC(=O)Nc1ccc(F)c(F)c1F)Nc1ccc(F)c(F)c1F	11.7	-2.2	-10.0	-15.9	-2.8	4.5	-0.1	5.3
C=CCNCc1cccn1-c1sc2c(c1C#N)CCCC2	15.9	4.4	3.2	9.7	-14.4	1.8	3.1	-0.2

# Structures listed so far that have four or more nitrogen atoms (7):
compound	CCR6 antagonist	EBI2 antag	SENP8 block	Jurkat NFkB inh	697 NFkB inh	Apaf1 inhib	UBC13 polyUb	Gli-Sufu block
CC1(c2ccccc2)NC(=O)N(CC(=O)Nc2cccc(/C=C/c3ccccn3)c2)C1=O (stereo not given)	-3.9	0.9	4.0	-11.9	-19.3	18.6	-11.8	-21.4
COc1ccc2[nH]c3c(c2c1)CCN1C(=O)C(CC(=O)NCc2cccc(C(F)(F)F)c2)C[C@H](C(=O)N2CCOCC2)[C@@]31C (stereo not given in full)	19.3	2.9	·	·	6.6	23.9	·	7.7
Cc1ccc(NC(=O)CSc2ccc(-c3cccnc3)nn2)c(C)c1	1.3	0.6	5.8	-5.8	-12.1	13.9	-2.2	35.3
O=C(Cn1ccc([N+](=O)[O-])n1)N1CCCCC1	2.6	-19.0	-0.6	-15.3	-3.6	0.1	-7.2	0.2
Cc1nc2ncnn2c(N2CCCC(C(=O)Nc3ccccc3Br)C2)c1C (stereo not given)	-2.6	-10.7	-8.3	2.7	-9.6	2.9	-5.1	15.0
O=C(NCC(c1cccs1)N1CCOCC1)c1cc([N+](=O)[O-])cc([N+](=O)[O-])c1 (stereo not given)	-2.6	3.6	-2.0	3.1	-30.3	7.0	-12.6	24.5
CCCn1c(=S)[nH]c2cc(C(=O)N3CCN(C(=O)OCC)CC3)ccc2c1=O	16.9	0.8	4.8	3.2	-8.6	2.6	-1.5	-10.2

# The list goes on.
compound	CCR6 antagonist	EBI2 antag	SENP8 block	Jurkat NFkB inh	697 NFkB inh	Apaf1 inhib	UBC13 polyUb	Gli-Sufu block
CC1CCCN(C(=O)COC(=O)/C=C/c2ccc(C(F)(F)F)cc2)C1 (stereo not given)	2.2	-2.5	-0.7	20.2	18.8	10.8	5.0	-11.2
CCC(=O)c1ccc2c(c1)OCCO2	-2.3	-4.6	-10.9	-23.1	-20.6	-3.0	-1.4	-6.2
COC(=O)CNc1cccc(C(F)(F)F)c1	-3.9	0.1	6.9	-4.4	-8.3	-10.5	4.0	-3.7
COc1ccc2c(c1)O[C@H]1c3ccc(O)cc3OC[C@@H]21	1.2	7.1	-15.9	-1.8	-15.7	0.4	5.8	-21.1
O=C(Cc1ccc(Br)cc1)N(Cc1ccccc1)c1ccccn1	16.0	-7.0	4.7	-1.5	14.6	6.6	5.8	3.6
COc1ccc(CN2CCN(S(=O)(=O)c3ccc(C)cc3)CC2)cc1OC	3.7	-1.2	3.1	11.8	0.7	-12.4	-2.9	7.7
CC1CCC(C(C)C)C(OC(=O)C[n+]2cccc(C(N)=O)c2)C1 (stereo not given)	15.0	-1.5	3.6	0.9	11.6	5.4	7.7	-27.7
CC(C)C(=O)Nc1c2c(nn1-c1ccccc1)CSC2	-8.0	-13.8	-2.5	1.6	11.4	2.3	-0.2	12.6
CCc1nnc(NC(=O)CCS(=O)(=O)Cc2ccccc2)s1	-3.0	-8.6	9.9	17.6	15.7	-6.7	7.9	24.9
O=C(c1ccccc1)N1CCCC(C(=O)N2CCN(c3ccccc3)CC2)C1 (stereo not given)	-8.1	-4.7	-3.9	-0.5	12.1	-4.5	3.3	4.5
COc1ccc(N(Cc2nnc3n2CCCCC3)C(=O)Nc2ccccc2)cc1	8.9	-3.3	-5.1	-5.6	16.0	3.6	12.2	-18.5
O=C(Nc1ccc(N2CCN(C(=O)c3ccccc3)CC2)cc1)c1cc2ccccc2o1	2.5	-8.1	-17.9	31.5	-28.9	10.5	-6.0	18.6

# Bioassay records (PubChem BioAssay)
